Compound activity (PubChem)
XBP1 UPR activ: activators of adaptive arm of unfolded protein response (XBP1); CHO-XBP1 luciferase reporter, IRE1-XBP1 UPR activation, luminescence; percent of tunicamycin response, DMSO as zero; activation, % at 20 µM; 330,000 tested, 0.33% active; AID 463104;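 active = versus positive control, 20 µM dose yields 30% or more activation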;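 also: 100% = tunicamycin at 10 µg/mL and 0% = DMSO only wells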
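Test system: CHO-XBP1 luciferase reporter cells | Buffer or medium: Serum-containing F12 medium, 10% FBS | Schedule: 6 h compound exposure at 37 °C, 5% CO2 | Detection: Steady-Glo luciferase glow luminescence, 10 min after reagent addition | Read-out basis: Activation, % of tunicamycin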
tim23-1 inh: inhibits growth of tim23-1 mutant yeast. S. cerevisiae tim23-1 growth, BacTiter-Glo luminescence, 24 h. 330,000 tested, 1.3% active. inhibition, % at 20 µM;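 active = growth inhibition of the mutant yeast at or above 50%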;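 also: temperature-sensitive mutant grown at 25 °C; plate controls were DMSO-treated mutant yeast for no effect and medium wells lacking yeast for full effect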
NR3A LBD binder: NR3A (human) ligand-binding domain modulation. 340,000 tested, 2.5% active. NR3A LBD differential scanning fluorimetry, Tm shift; 0% = protein alone, 100% = glycine-bound protein. Tm shift relative to glycine control, % at 25 µM;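 active = melting temperature shift of at least 10% of the positive control shift, at one fixed dose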
tim10-1 inh: inhibits growth of tim10-1 mutant yeast | S. cerevisiae tim10-1 ts strain growth, BacTiter-Glo, 24 h | inhibition, % at 20 µM | 330,000 tested, 2.2% active | AID 463190;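 active = inhibition of at least 40%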;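 also: mutant grown at 25 °C; 0% = DMSO wells with yeast and 100% = wells holding no yeast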
CHOP UPR activ: activators of apoptotic arm of unfolded protein response (CHOP); CHO-CHOP luciferase reporter, UPR activation, luminescence; percent of tunicamycin response over DMSO baseline; activation, % at 10 µM; 330,000 tested, 0.34% active; AID 449763;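 active = at 10 µM dose, activation of 40% or more, normalized to positive control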;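 also: 100% = tunicamycin at 10 µg/mL and 0% = DMSO alone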
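Evaluation: % reporter activation, DMSO baseline versus tunicamycin full activation; System: CHO-CHOP luciferase reporter cell line; Input: 500 cells/well; Incubation: 6 h compound treatment, 37 °C; Measured by: Steady-Glo luciferase luminescence; Dosing: one dose, 10 µM in 0.5% DMSO; Buffer or medium: F12 medium, 10% FBS; Benchmarks: positive tunicamycin 10 µg/mL, negative DMSO alone.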
Mdm2 MdmX PPI: human Mdm2/MdmX binding inhibition. SaOS-2 split-luciferase Mdm2/MdmX complementation, luminescence. AID 485346. inhibition, % at 8 µM. O15151+Q00987. 330,000 tested, 3% active;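 active = inhibition of at least 50% at 8 µM in the primary screen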
Target sequence (O15151 whole entry, looked up): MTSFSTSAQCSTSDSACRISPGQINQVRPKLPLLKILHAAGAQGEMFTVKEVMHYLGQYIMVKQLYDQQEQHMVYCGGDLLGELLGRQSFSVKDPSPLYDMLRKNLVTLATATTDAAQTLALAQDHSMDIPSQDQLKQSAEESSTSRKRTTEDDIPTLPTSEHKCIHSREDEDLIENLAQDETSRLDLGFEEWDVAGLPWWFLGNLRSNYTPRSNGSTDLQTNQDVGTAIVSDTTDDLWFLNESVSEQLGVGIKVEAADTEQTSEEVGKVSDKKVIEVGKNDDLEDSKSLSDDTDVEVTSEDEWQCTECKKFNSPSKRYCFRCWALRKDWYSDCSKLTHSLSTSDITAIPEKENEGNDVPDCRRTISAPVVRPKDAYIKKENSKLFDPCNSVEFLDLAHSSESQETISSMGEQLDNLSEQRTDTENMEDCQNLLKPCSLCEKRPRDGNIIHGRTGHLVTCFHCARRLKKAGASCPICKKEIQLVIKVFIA
Target sequence (Q00987 whole entry, looked up): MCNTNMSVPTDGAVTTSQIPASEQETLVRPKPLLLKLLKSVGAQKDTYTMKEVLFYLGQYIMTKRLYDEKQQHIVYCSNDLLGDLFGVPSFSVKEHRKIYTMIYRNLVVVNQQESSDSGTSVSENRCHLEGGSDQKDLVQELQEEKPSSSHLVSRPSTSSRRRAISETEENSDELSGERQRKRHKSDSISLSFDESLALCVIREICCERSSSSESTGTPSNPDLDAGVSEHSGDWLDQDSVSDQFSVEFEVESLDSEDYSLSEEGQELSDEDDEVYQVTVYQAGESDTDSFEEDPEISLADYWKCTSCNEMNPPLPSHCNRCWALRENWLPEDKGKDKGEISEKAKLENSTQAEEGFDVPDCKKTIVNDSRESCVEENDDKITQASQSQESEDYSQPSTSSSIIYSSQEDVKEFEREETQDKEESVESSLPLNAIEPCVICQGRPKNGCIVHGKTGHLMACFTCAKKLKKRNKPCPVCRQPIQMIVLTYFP
APJ agonist: agonists of human APJ apelin receptor; P35414; CHO-K1 APJ PathHunter beta-arrestin, luminescence; 0% DMSO wells, 100% apelin; activation, % at 20 µM; 330,000 tested, 0.11% active;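 active = activation more than six SD over the plate average, tested at 20 µM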;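 also: 0% = DMSO alone and 100% = apelin-13 at 10 nM; some results filed as inactive read as strong as hits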
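system = engineered CHO-K1 APJ arrestin reporter cells | input = 1000 cells per well | timing = overnight seeding, 90 min compound at 25 °C, 1 h detection | measured by = enzyme-fragment complementation luminescence | read-out = beta-arrestin recruitment to APJ as agonist activity, luminescent signal | control set = negative DMSO alone, positive Apelin-13 at 10 nM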
TIM10 inh: TIM10 yeast growth inhibition | S. cerevisiae TIM10 strain growth, BacTiter-Glo luminescence, 24 h | inhibition, % at 10 µM | 330,000 tested, 1.4% active | AID 463195;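 active = inhibition of 40% or more at the single tested concentration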;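 also: wild-type TIM10 isogenic control strain grown at permissive 25 °C; 0% = DMSO yeast wells and 100% = minimal medium wells without yeast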
NALP3 yeast inh: inhibitors of NALP3 inflammasome in yeast. Yeast reconstituted NLRP3/ASC/caspase-1, beta-gal luminescence, 24 h. inhibition, % at 10 µM. 330,000 tested, 0.39% active. AID 2825;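 active = inhibition of 50% or more; inactive = inhibition below 50%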;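 also: plate controls were induced DMSO wells for no effect and uninduced yeast grown without galactose for full effect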
Active calls of the source: *; & = joins results of further samples. Not all compounds are listed; rates above refer to the full screens.

SMILES	XBP1 UPR activ	tim23-1 inh	NR3A LBD binder	tim10-1 inh	CHOP UPR activ	Mdm2 MdmX PPI	APJ agonist	TIM10 inh	NALP3 yeast inh
COc1ccc(CC(=O)Nc2ccc(C#N)c(Cl)c2)cc1S(=O)(=O)N1CCOCC1	-2.2	6.1	-6.3	-3.5	-0.2	25.2	0.4	15.4	11.6
Fc1ccc(CCNCc2ccccc2Cl)cc1	-0.1	9.6	0.1	-12.8	2.2	-29.1	1.1	0.9	11.4
Cc1cccc(NC(=O)CSc2nnc([C@@H](N)Cc3c[nH]c4ccccc34)o2)c1C	-1.4	25.5	-1.0	25.2	-1.2	21.4	-3.4	25.6	11.5
NCCCC(=O)OC1N=C(c2ccccc2Cl)c2cc(Br)ccc2NC1=O (centres undefined)	-3.5	-1.5	-0.6	-3.7	-0.8	-9.3	-1.6	0.9	16.8
COc1cccc(OC)c1C1=NCC(=O)Nc2c1oc1ccc(Br)cc21	18.3	17.8	0.2	31.1	0.2	70.3*	-3.5	5.7	1.9
O=c1[nH]c(=S)[nH]c(O)c1N=Nc1cccc(S(=O)(=O)N2CCOCC2)c1	-4.8	16.0	1.9	-4.5	-0.5	-15.2	-4.9	14.7	18.9
Fc1ccc(C(OCCN2CCCC2)c2ccc(Br)cc2)cc1 (centres undefined)	-1.7	23.1	-0.7	31.7	0.5	4.2	-1.7	30.3	41.5
CCC(C(=O)N1C[C@H]2C[C@@H](C1)c1cccc(=O)n1C2)c1ccccc1 (some centres undefined)	0.0	-2.5	-2.4	0.7	-1.5	-2.5	-4.1	0.0	-3.8
CN1CCC(OC(=O)C2c3ccccc3Oc3ccccc32)CC1	-1.7	0.2	2.1	14.4	-1.3	27.4	5.9	9.3	21.7
CCOc1ccc(C2CC(c3c(O)n(C)c(=O)n(C)c3=O)=NN2)cc1 (centres undefined)	-0.8	8.9	-0.6	11.4	0.8	18.6	-6.0	15.4	5.6
Cc1ccccc1N1C(=O)CC(=O)NC1=O	3.5	10.0	2.0	14.9	-2.4	-9.2	-1.3	-2.5	6.8
CC(=O)Nc1cc(C(=O)N2CCC3(CC2)OCCO3)ccc1S(=O)(=O)c1ccc(Cl)cc1	-0.3	0.2	-0.1	14.0	0.1	-6.4	-3.6	1.5	6.8
CCCCn1c(O)c(C(=O)/C=C/c2ccc3c(c2)OCO3)c(=O)[nH]c1=O	-2.2	-2.7	2.0	-19.4	1.6	9.4	-3.9	0.4	11.3
COC(=O)C1C(OC(=O)c2ccccc2)CC2CCC1N2C (centres undefined)	0.1&3.8	0.2&-2.0	-0.4&-1.9	18.9&11.8	-0.8&-2.4	-12.2&3.6	1.0&0.3	6.3&-2.5	0.4&-5.5
BrCC1C[n+]2c(SCc3ccccc3)nc3sc4c(c3c2O1)CCCC4 (centres undefined)	-2.6	2.5	0.9	-13.7	2.1	15.6	-0.5	-22.5	14.7
Cc1ccc(N2C(=O)NC(=O)/C(=C\C=C\c3ccco3)C2=O)cc1	-1.4	24.9	0.3	21.7	-1.1	0.8	-2.6	-18.3	4.2
Cc1ccc2c(c1)CC1(CN2C)C(=O)NC(=O)N(c2cc(C)ccc2C)C1=O (centres undefined)	0.3	11.0	-2.0	5.4	1.9	-11.2	-2.1	5.7	5.0
Cn1c2ccccc2c2c(C(=O)N3CCC4(CC3)OCCO4)cn(C3CCCCC3)c(=O)c21	-0.4	27.3	-0.7	21.7	-0.8	12.3	4.1	21.5	11.9
C=CCN1C(=O)NC(=O)/C(=C/c2cccn2C)C1=O	9.2	12.4	0.3	-3.8	-0.5	10.1	2.9	6.4	7.8
COc1ccc(C(=O)C2CCCN(Cc3ccccn3)C2)c(OC)c1 (centres undefined)	2.6	-2.9	3.2	6.8	-2.1	1.1	-0.6	-6.0	-0.4
Cn1c(O)c(/C=C/C=Nc2ccccc2)c(=O)n(C)c1=S	0.4	0.1	-3.9	13.9	1.9	0.9	-2.6	10.7	8.4
O=P(C(c1c[nH]c2ccccc12)N1CCOCC1)(N1CCOCC1)N1CCOCC1 (centres undefined)	-1.4	-2.3	0.1	10.9	-1.1	1.3	-2.2	-17.7	16.8
O=C1Nc2ccccc2Sc2ccccc21	1.2	22.2	-0.9	24.6	-0.5	-9.1	1.0	28.7	18.4
CCCN1CCO[C@@H]2c3cc(O)ccc3OC[C@H]21	-3.9	7.7	-3.5	-0.6	-3.4	6.4	1.4	-9.0	11.2
O=C1C2CCCC1C(N1CCCC1)CC2 (centres undefined)	2.0	3.4	1.3	0.7	-0.7	16.2	0.4	4.1	6.3
COc1ccccc1-n1c(-c2ccccc2Cl)nc2ccccc2c1=O	-7.0	30.6	-2.2	15.4	0.0	3.3	-2.7	24.5	14.5
CN(C)C(Cc1ccccc1)C(=O)c1ccccc1 (centres undefined)	2.4	30.7	-1.7	22.3	2.8	-24.2	8.0	13.5	14.4
COC(=O)C1=C(c2cccc(NC(C)=O)c2)C[C@@H]2CC[C@H]1N2C	-2.6	0.7	-0.6	-1.8	0.8	28.1	-5.1	0.1	10.2
CC(C)N(Cc1ccco1)/N=C/c1c(O)n(Cc2ccccc2)c(=O)[nH]c1=O	0.7	13.5	-1.8	11.4	-0.3	4.3	-1.1	5.0	2.6
Cc1ccc(/C=C2\C(=O)NC(=O)N(CCc3ccc(F)cc3)C2=O)s1	2.1	34.1	3.2	32.4	-0.1	3.7	4.1	-0.3	-4.6
Cc1cc(C)cc(NC(=S)NC2CC3CCCC(C2)N3Cc2cccs2)c1 (centres undefined)	-1.1	31.9	-4.2	30.6	-0.3	27.6	-1.1	22.6	14.0
CCOC(=O)Cn1cc(C(=O)c2ccccc2)c2ccccc21	-0.8	21.6	-1.3	1.8	1.0	11.0	-1.7	-1.2	24.7
O=c1[nH]c(=S)[nH]c(O)c1/C=N/N1CCOCC1	0.0	4.0	0.8	-13.2	-0.7	4.7	0.9	-16.8	9.8
O=[N+]([O-])c1ccc(N2CCNCC2)cc1NCc1ccco1	-1.4	5.6	1.2	8.5	0.2	10.5	2.0	9.5	21.8
CCOC(=O)C1(CCOc2ccccc2)CCN(Cc2ccccc2OC)CC1	-3.9	15.0	1.8	23.9	1.3	33.6	-3.3	17.9	16.1
Cc1ccc(N2C(=O)NC(=O)/C(=C\c3cc(C)n(-c4sc5c(c4C#N)CCCC5)c3C)C2=O)cc1	0.7	25.3	-2.7	38.6	-0.3	-1.3	2.7	11.0	17.4
CSCCC(N=Cc1c(O)n(-c2ccc(Br)cc2)c(=O)[nH]c1=O)C(=O)OC(C)(C)C (centres undefined)	1.0	16.3	-3.7	12.0	2.6	17.0	-3.4	10.2	6.6
COc1ccc(CC2(CCc3ccncc3)C(=O)NC(=O)NC2=O)cc1OC	2.1	4.6	-1.8	12.9	-1.2	-3.1	-2.1	-2.0	22.1
CCN1C(=O)NC(=O)/C(=C\c2cn(CC(=O)N3CCCCC3C)c3ccccc23)C1=O (centres undefined)	-6.7	10.9	0.7	2.9	0.5	9.2	5.9	-3.8	14.3
COC(=O)C1=C(c2ccc(C(C)=O)cc2)C[C@@H]2CC[C@H]1N2C(=O)N1CCC(O)CC1	0.9	1.4	0.7	-7.2	-1.3	9.1	-3.9	-8.6	9.9
CN(CC#CCN1CCCC1)C(=O)c1cccc(Cl)c1	-0.3	-5.0	-0.6	-6.6	-0.5	-1.3	-2.5	-16.0	9.1
Cc1ccccc1N1C(=O)NC(=O)/C(=C/c2ccc(N3CCOCC3)o2)C1=O	-1.6	21.9	0.2	-6.4	1.1	17.6	-3.7	-7.2	15.3
CCn1ccnc1CN1CCCC(C(=O)c2ccc(SC)cc2)C1 (centres undefined)	-1.0	0.8	-2.9	26.0	-0.9	8.8	-0.9	7.1	-11.5
CCN1/C(=C\C=C\C2=[N+](CC)c3ccccc3C2(C)C)C(C)(C)c2ccccc21	3.4	57.7*	-402.7	42.0*	46.3*	97.1*	-18.4	46.5*	28.0
CCN1CCN(C(=O)COc2ccc3oc4c(c3c2)CCCC4)CC1	-1.8	9.9	-1.2	11.7	2.1	3.8	-1.0	4.9	11.8
CC(=O)c1ccc(OC(=O)N(C)c2ccccc2)cc1	5.4	5.2	-0.9	5.3	4.4	-2.8	-2.7	10.8	12.0
Cn1c(O)c(C(=NCCc2c[nH]c3ccccc23)c2ccccc2)c(=O)n(C)c1=O	23.7	23.2	1.3	17.8	1.3	12.7	-3.4	7.4	16.7
CN1CCc2cc3c(cc2[C@H]1[C@@H]1OC(=O)c2c1ccc1c2OCO1)OCO3	-6.2	3.6	0.6	0.0	0.9	20.9	1.0	-6.5	20.5
CCn1c(O)c(C(=O)CC2NCCc3ccccc32)c(=O)n(CC)c1=S (centres undefined)	-1.5	14.6	2.6	13.3	0.9	-9.9	5.3	8.8	13.3
CC(=O)OC1CCC2(/C=N/O)C(=CCC3C4CCC(=O)C4(C)CCC32)C1 (centres undefined)	-1.0	20.0	0.3	15.5	1.1	9.1	1.2	3.3	14.3
CC[N+](C)(CC)CCCCOc1ccc2c(c1)C(=O)c1cc(OCCCC[N+](C)(CC)CC)ccc1-2	-1.9	-11.5	0.3	6.5	-0.7	2.0	-6.8	-8.2	-8.6
COC(=O)C1=C(c2cc3ccccc3s2)C[C@@H]2CC[C@H]1N2C(=O)N1CCC(O)CC1	-2.3	8.6	-0.9	4.2	0.6	3.6	-3.0	8.4	-8.8
C[C@@H]1C(=O)O[C@@H]2[C@H](O)C34[C@@H]5OC(=O)C3(O[C@H]3OC(=O)[C@H](O)C34[C@H](C(C)(C)C)[C@H]5O)[C@@]12O (some centres undefined)	-0.1	-0.3	-0.6	-18.4	-1.1	14.7	-3.8	-1.5	12.2
O=C1NC(=O)C(Sc2ccccc2[N+](=O)[O-])C(=O)N1	0.3	9.6	3.2	9.5	-0.1	11.8	-2.0	7.9	13.4
OCC(Cl)CCl (centres undefined)	-0.9	3.9	0.1	6.1	1.2	21.6	-4.4	6.6	-5.1
O=C1CC(N2CCC(n3c(=O)[nH]c4ccccc43)CC2)C(=O)N1Cc1ccccc1 (centres undefined)	-3.8	6.0	1.4	-4.0	0.6	11.8	-1.6	12.0	-9.0
CCOC(=O)CNC(=O)CNC(=O)C(Cc1ccc(N(CCCl)CCCl)cc1)NC(C)=O (centres undefined)	-7.0	14.3	0.8	-4.2	1.5	22.7	-4.0	0.9	18.1

Another view of 2 compounds above.
COC(=O)C1=C(c2cccc(NC(C)=O)c2)C[C@@H]2CC[C@H]1N2C
  XBP1 UPR activ: -2.6; tim23-1 inh: 0.7; NR3A LBD binder: -0.6; tim10-1 inh: -1.8; CHOP UPR activ: 0.8; Mdm2 MdmX PPI: 28.1; APJ agonist: -5.1; TIM10 inh: 0.1; NALP3 yeast inh: 10.2
COc1ccc(CC(=O)Nc2ccc(C#N)c(Cl)c2)cc1S(=O)(=O)N1CCOCC1
  XBP1 UPR activ: -2.2; tim23-1 inh: 6.1; NR3A LBD binder: -6.3; tim10-1 inh: -3.5; CHOP UPR activ: -0.2; Mdm2 MdmX PPI: 25.2; APJ agonist: 0.4; TIM10 inh: 15.4; NALP3 yeast inh: 11.6
